GPT2 inhibitor: Primary qHTS assay for inhibitors of Glutamate pyruvate transaminase 2 (GPT2). AID 1671188, 2021. actives 0.25% (n = 100,000). Potency, µM (highest dose often 57.7 µM), inactives show at the top dose activity change, negative = inhibition, actives largely listed as inhibitors. Recombinant GPT2, coupled pyruvate oxidase/HRP Amplex Red fluorescence; also: potency is read from the fitted curve at half-maximal effect; nearly all actives have a fitted effect of over 60% in size; many of its hits are not listed in these tables
Target sequence (Q8TD30 whole entry, looked up): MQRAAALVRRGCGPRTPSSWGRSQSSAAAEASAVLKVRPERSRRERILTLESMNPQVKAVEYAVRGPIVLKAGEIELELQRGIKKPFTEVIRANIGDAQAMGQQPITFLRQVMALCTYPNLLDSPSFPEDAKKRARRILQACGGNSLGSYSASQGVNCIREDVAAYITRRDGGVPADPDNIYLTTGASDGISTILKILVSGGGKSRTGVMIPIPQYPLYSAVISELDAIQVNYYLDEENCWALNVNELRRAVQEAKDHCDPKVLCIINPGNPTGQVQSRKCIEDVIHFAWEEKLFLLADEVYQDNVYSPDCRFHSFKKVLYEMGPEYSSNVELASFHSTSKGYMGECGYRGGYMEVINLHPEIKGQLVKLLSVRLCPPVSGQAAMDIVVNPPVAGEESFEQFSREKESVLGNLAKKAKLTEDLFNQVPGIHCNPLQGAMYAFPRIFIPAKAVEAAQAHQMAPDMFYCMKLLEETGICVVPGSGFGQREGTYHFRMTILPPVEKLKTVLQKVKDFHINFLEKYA
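Inhibition is scored from Amplex Red fluorescence generated when pyruvate oxidase and HRP act on pyruvate released by GPT2. Reactions contain 10ng/uL enzyme, 250uM a-KG and 2mM L-alanine and run 30 min at room temperature.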
IP6K1 inh: Primary qHTS assay for small molecule inhibitors of Inositol hexaphosphate kinase 1 (IP6K1); Inositol hexakisphosphate kinase 1 (Homo sapiens), Q92551; IP6K1 kinase, ADP-Glo luminescence, 2 h; hits give low values; activity change, % (series mostly up to about 58 µM); actives 0.81% (n = 140,000); AID 1645851, 2021; in the data active = activity change below about -25%
Target sequence (Q92551 whole entry, looked up): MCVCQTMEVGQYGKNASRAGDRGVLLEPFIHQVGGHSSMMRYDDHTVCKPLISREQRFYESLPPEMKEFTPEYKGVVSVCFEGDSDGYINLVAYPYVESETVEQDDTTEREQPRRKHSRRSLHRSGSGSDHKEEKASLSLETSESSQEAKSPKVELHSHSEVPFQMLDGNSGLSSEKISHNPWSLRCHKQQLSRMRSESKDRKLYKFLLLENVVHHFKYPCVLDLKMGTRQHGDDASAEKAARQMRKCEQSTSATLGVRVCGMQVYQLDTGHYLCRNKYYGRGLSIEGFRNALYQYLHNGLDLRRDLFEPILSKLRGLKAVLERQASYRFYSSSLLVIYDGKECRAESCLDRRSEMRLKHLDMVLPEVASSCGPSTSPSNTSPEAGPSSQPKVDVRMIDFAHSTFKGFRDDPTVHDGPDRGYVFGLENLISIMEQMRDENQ
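ADP-Glo luminescence measures ADP made by human IP6K1 during a 2 h RT reaction with ATP/IP6 (mix at 1.3 mM/130 uM); top library doses 57.5 and 19.1 uM final.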
Luciferase inh: Firefly luciferase inhibition profiling of diverse chemical library using quantitative high-throughput screening. actives 2.5% (n = 76,000). Potency, µM (series often up to 115 µM), inactives show at the highest dose activity change, negative = inhibition, most hits filed as inhibitors. Luciferin 4-monooxygenase (Photinus pyralis), P08659. purified P. pyralis luciferase, luminescence, biochemical; also: potency is read from the fitted curve at half-maximal effect; nearly all actives have a fitted effect of over 65% in size
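Biochemical qHTS: compound (6-point titration) added to 10uM D-luciferin plus 10uM ATP in Tris acetate pH 7.5 buffer with Mg, Tween-20 and BSA, then purified enzyme at 10nM; light output imaged.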
SNCA expr inhib: Primary qHTS assay for inhibitors of alpha-synuclein gene (SNCA) expression | HEK-293 SNCA-luciferase knock-in, luminescence, 24 h | Potency, µM (doses to about 57.2 µM), for inactives: top-dose activity change, negative = inhibition, hits mostly inhibitors | actives 0.17% (n = 140,000) | AID 1671194, 2021;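 also: potency is read from the fitted curve at half-maximal effect; plate controls were DMSO cells for no effect and cell-free wells for full effect; nearly all actives have a fitted effect of over 45% in size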
HEK cytotox: Cytotoxic Profiling in HEK 293 Cell Line of Diverse Libraries Using Quantitative High-Throughput Screening; HEK 293 viability, ATP luminescence (CellTiter-Glo), 48-72 h; Potency, µM (titrated, usually from 115 µM), inactives show top-dose activity change, negative = cytotoxicity, hits mostly inhibitors; actives 6.6% (n = 94,000); also: potency is read from the fitted curve at half-maximal effect; nearly all actives have a fitted effect of over 60% in size
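Read-out: CellTiter-Glo ATP luminescence. Cells: HEK 293, 250 cells/well. Exposure: 48 or 72 hr, 37 degree Celsius.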
NIH3T3 tox: Cytotoxic Profiling in NIH 3T3 Cell Line of Diverse Libraries Using Quantitative High-Throughput Screening; NIH 3T3 viability, CellTiter-Glo ATP luminescence, 48-72 h; Potency, µM (doses to about 96.7 µM), without a hit: top-dose activity change, negative = cytotoxicity, hits mostly inhibitors; actives 4.3% (n = 94,000); AID 1345082, 2018; also: potency is read from the fitted curve at half-maximal effect; nearly all actives have a fitted effect of over 55% in size
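Cells were seeded at 400 per well, treated with pin-transferred compound, and kept 48 or 72 hr at 37 °C before CellTiter-Glo addition and luminescence imaging of cellular ATP.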
HEK293 viab: GF-AFC viability counterscreen for inhibitors of alpha-synuclein gene (SNCA) expression; HEK-293-SNCA-luc viability, GF-AFC fluorescence, 24 h; Potency, µM (top dose mostly 57.1 µM), inactives show top-dose activity change, negative = cytotoxicity, hits mostly cytotoxic; actives 0.12% (n = 150,000); AID 1671193, 2021;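 also: potency is read from the fitted curve at half-maximal effect; 0% = DMSO-treated cells and -100% = medium-only wells without cells; nearly all actives have a fitted effect of over 30% in size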
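HEK-293-SNCA-luc cells (1500/well) plated 24 h, then exposed 24 h to a dilution series; GF-AFC added 30 min at 37C, fluorescence 405/540 nm; normalised to medium-only and DMSO wells, Hill fit.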
* hit, by the source's call; i = inactive; ? = inconclusive; . = no result given; & = joins results of further samples; [ ] = another dose, or the depositor's remark. Unless noted, calls follow the shape of the dose curve; as a rule, active = well fitted curve in the direction sought with a large enough effect; inconclusive = small, poorly fitted or top-dose-only effect, or another doubt; inactive = no such curve, though single readings can be large; an effect the other way counts as inactive or inconclusive. Unless noted, % is scaled to controls: 0 for no effect and ±100 for the full control effect. An excerpt, so the mix of outcomes need not match the whole.

The first 5 compounds as a preview:
SMILES	GPT2 inhibitor	IP6K1 inh	Luciferase inh	SNCA expr inhib	HEK cytotox	NIH3T3 tox	HEK293 viab
COc1ccc(S(=O)(=O)N(CC(=O)N(C)Cc2ccccc2)c2ccc(Cl)cc2)cc1	.	12	.	?	.	.	?
COc1cccc(C(O)CNC(=O)C2CCN(C(=O)C3CCC3)CC2)c1 (configuration not stated)	1%	14	-5%	5%	-3%	-2%	0%
O=C(NC1CCN(c2cc(-c3cccs3)[nH]n2)C1)c1cc2ccccc2[nH]1 (configuration not stated)	-16%	9	?	80%[activator]	?	?	3%
CCOc1ccc(CNC(=O)Cc2ccc(NC(=O)N3CCSc4ncccc43)cc2)cc1	.	17	.	-21%	.	.	11%
O=c1c2sc3ccccc3c2n(Cc2ccc(F)cc2Cl)c(=O)n1Cc1ccccc1	.	1	.	9%	.	.	-3%

The listing, from the start:
SMILES	GPT2 inhibitor	IP6K1 inh	Luciferase inh	SNCA expr inhib	HEK cytotox	NIH3T3 tox	HEK293 viab
COc1ccc(S(=O)(=O)N(CC(=O)N(C)Cc2ccccc2)c2ccc(Cl)cc2)cc1	.	12	.	?	.	.	?
COc1cccc(C(O)CNC(=O)C2CCN(C(=O)C3CCC3)CC2)c1 (configuration not stated)	1%	14	-5%	5%	-3%	-2%	0%
O=C(NC1CCN(c2cc(-c3cccs3)[nH]n2)C1)c1cc2ccccc2[nH]1 (configuration not stated)	-16%	9	?	80%[activator]	?	?	3%
CCOc1ccc(CNC(=O)Cc2ccc(NC(=O)N3CCSc4ncccc43)cc2)cc1	.	17	.	-21%	.	.	11%
O=c1c2sc3ccccc3c2n(Cc2ccc(F)cc2Cl)c(=O)n1Cc1ccccc1	.	1	.	9%	.	.	-3%
O=C(C1CCCN(Cc2cccc(-c3ccsc3)c2)C1)N1CCOCC1 (configuration not stated)	i	3	.	-20%	?	?	6%
Cc1ccc2c(CC(=O)N(Cc3cccc(Cl)c3)C3CCS(=O)(=O)C3)coc2c1 (configuration not stated)	.	6	.	-22%	.	.	-7%
Cn1nc2n(c1=O)CCN(C(=O)c1ccc(F)cc1F)CC2	i	-4	-13%	8%	-4%	-14%	-16%
Cc1ccc(-n2c(C3CCN(C(=O)Cc4cccc(C)c4)CC3)n[nH]c2=O)cc1	4%	-8	12%	11%	9%	?	-5%
CCOC(=O)C1=CN(CC(=O)N(C)c2cccc(C)c2)S(=O)(=O)N=C1C	i	6	8%	14%	-7%	-6%	-18%
Cc1nc(C)c(C(=O)N2CCCC(C(=O)NCc3ccccc3)CCNC(=O)CC2)s1 (configuration not stated)	i	0	-6%	?	-21%	-18%	11%
CCOc1ccc(CNC(=O)Cn2nc(N3CCN(c4ccccc4)CC3)ccc2=O)cc1	.	22	.	-2%	.	.	1%
Cc1cccn2cc(C(=O)N3CCC4(CCCN(CC5CCC5)C4=O)C3)nc12 (configuration not stated)	-2%[11.5 µM]	7	13%	4%	-18%	-13%	-1%
CCC1(C(=O)NCc2cccc(C(F)(F)F)c2)CCCCC(=O)N1 (configuration not stated)	i	8	4%	10%	1%	-8%	-1%
Cn1cnc(S(=O)(=O)N2CC[C@H]3C(=O)NCCCCCCN(Cc4ccncc4)[C@@H]3C2)c1	1%	-1	1%	31%[activator]	i	i	1%
O=C(NC[C@H]1O[C@@H](CO)[C@@H](O)[C@H]1N1CCOCC1)c1ccc(F)c(Cl)c1	-2%[88.5 µM]	-11	7%[172 µM]	-26%[87.6 µM]	i	i	3%[87.6 µM]
COC(=O)N1CCC(C(=O)N2CCCC2c2nc3ccncc3[nH]2)CC1 (configuration not stated)	3%	9	.	-9%	-3%	-22%	1%
COCCN1C(=O)c2ccccc2C(C(=O)Nc2cc(C)ccc2OC)C12CCCCC2 (configuration not stated)	i	18	4%	-9%	?	-16%	-12%
O=C1NCc2ccccc2CC12CCCN(Cc1cccc(OC(F)(F)F)c1)C2 (configuration not stated)	5%	7	.	2%	?	?	-13%
COc1ccc(Nc2nc(-c3c(C)noc3C)cc3cc(CO)oc23)cc1OC	i	8	-17%[172 µM]	81%[activator][87.6 µM]	?	?	1%[87.6 µM]
CN1CCC(N2CCC(CN(Cc3ccncc3)C(=O)c3cnc[nH]3)CC2)CC1	-1%	18	-1%	-1%	-8%	-16%	7%
CC(C)c1nccn1Cc1cc(C(=O)NCc2cc(C(C)(C)C)n[nH]2)n[nH]1	?	1	1%	-17%	-1%	-4%	-1%
COc1ccc(C(=O)N2CCC3(CC2)CC(Cc2nc(-c4cnccn4)no2)CCO3)c(OC)n1 (configuration not stated)	-14%	-11	-1%	-21%	-1%	2%	5%
CCN(CC)S(=O)(=O)c1ccc(C(=O)NC2CC(=O)N(c3ccc4c(c3)OCCO4)C2)cc1 (configuration not stated)	.	12	.	28%	.	.	7%
CCC(CC)NC(=O)CN1C(=O)C(Oc2ccc(F)cc2)C12CCCCC2 (configuration not stated)	i	-5	.	-17%	?	?	-4%
COc1ccc(CNC(=O)N2CCn3nnc(CCC(=O)N4CCOCC4)c3C2)cc1	1%	7	4%	-12%	-4%	-14%	-3%
COc1ccc(N2CC3CCC(C2)N3C(=O)NC(C)C)cc1	-30%	-1	.	15%	-9%	-13%	8%
CCc1ccc(NC(=O)Cn2nnc(C(=O)NCc3ccc(C)cc3)c2N)cc1	.	-10	.	-5%	.	.	4%
C[S+](=O)([O-])CCn1ncc2cc(OCC3CCN(C(=O)OC4CCCC4)CC3)ccc21	0%	-9	0%	57%[activator]	?	?	-11%
O=C1CC2(CCN(Cc3ccncc3)CC2)Oc2ccccc2N1c1ccccc1	i	-4	-10%	22%	?	?	8%
Cn1nccc1C(=O)N[C@@H]1CN(c2ncccn2)C[C@H]1CO	1%	4	-2%	-15%	i	4%	-3%
O=C(Cc1ccc(F)cc1)NC1CCN(Cc2cccc(-c3cccs3)c2)CC1	3%	-2&-7	.	8%&-11%	-1%&-13%	-12%&-15%	1%
CC1(C(=O)NCc2ccc3c(c2)OCO3)CCc2cnc(NCc3ccccc3)nc21 (configuration not stated)	i	10	7%[172 µM]	?	71µM*	3.2µM*	?
COCc1cc(C[C@H]2CNCC[C@H]2CC(=O)N2CCN(c3ccccc3OC)CC2)no1	2%	11	-1%	-6%	0%	-3%	1%
Cc1nn(C(=O)c2ccc(Cl)cc2)c(C)c1S(=O)(=O)N1CCCCCC1	.	20	.	21%	.	.	-2%
CCCCS(=O)(=O)N1CCCC(c2[nH]ccc2C(=O)NC)C1 (configuration not stated)	i	8	0%	29%	i	i	4%[12.5 µM]
COCCNc1oc(/C=C/c2ccc(F)cc2)nc1C#N	.	-2	.	202%[activator]	.	.	12%
Cc1ccccc1C(=O)NC1CCN(Cc2cccc(-c3ccc(F)c(F)c3)c2)CC1	-18%	8	.	3%	50µM*	?	2%
CC1Oc2ccc(NC(=O)C3CCCC3)cc2CN(Cc2ccccc2F)C1=O (configuration not stated)	i	-3	-1%	2%	-24%	-21%	2%
COc1cccc(CC(=O)N2CCOCCNC(=O)[C@@H]3CCC[C@@H]32)c1	i	0	5%	?	-9%	-1%	6%
Cc1ccc([S+](=O)([O-])N2CCCN(c3ccc4nnc(C)n4n3)CC2)cc1	.	-6	.	.	-6%	-10%	.
COc1cccc(S(=O)(=O)N2CCCN(C(=O)C3CC3)c3ccccc32)c1	-22%	-2	-6%	8%	?	-30%	-8%
Cc1ccccc1-n1nc(-c2c(C)nc3c(OCC(=O)OC(C)(C)C)cccn3c2=O)cc1C	i	20	-2%	-7%	?	-19%	0%
CCC(Oc1ccccc1-c1nnc(-c2ccccc2)o1)C(=O)Nc1ccc(C(C)=O)cc1 (configuration not stated)	.	17	.	40%[activator]	.	.	5%
CCc1noc([C@@H]2CC(F)(F)CN2C(=O)COc2ccc(F)cc2)n1	-13%	-5	4%	16%	i	i	2%

2 compounds from above, showing only Luciferase inh, SNCA expr inhib and GPT2 inhibitor.
smiles	Luciferase inh	SNCA expr inhib	GPT2 inhibitor
CC1Oc2ccc(NC(=O)C3CCCC3)cc2CN(Cc2ccccc2F)C1=O (configuration not stated)	-1%	2%	i
COc1cccc(CC(=O)N2CCOCCNC(=O)[C@@H]3CCC[C@@H]32)c1	5%	?	i

(listing goes on)
SMILES	GPT2 inhibitor	IP6K1 inh	Luciferase inh	SNCA expr inhib	HEK cytotox	NIH3T3 tox	HEK293 viab
Cc1cc(=O)n(CC(=O)Nc2ccc(Cl)cc2F)c(N(C)Cc2ccccc2)n1	-12%	-1	4%	-14%	?	-33%	-8%
COc1ccc(Cn2c(=O)c3oc4ccccc4c3n(CC(=O)Nc3c(C)cccc3C)c2=O)cc1	.	4	.	-1%	.	.	1%
Cc1cc(NC(=O)Nc2ccc3c(ccn3C)c2)sn1	-7%	.	.	192%[activator]	.	.	5%
Cc1cc(-c2cnc3n[nH]c(-c4ccc5c(c4)OCO5)c3n2)ccn1	-1%[88.5 µM]	-2	-27%[172 µM]	47%[activator][87.6 µM]	-17%[172 µM]	?	3%[87.6 µM]
Cc1cccc(CNC(=O)Cc2ccc(N(Cc3ccc(F)cc3)C(=O)c3ccco3)cc2)c1	-29%	10	-15%	-14%	?	40µM*	-8%
O=C1c2[nH]nc(-c3ccc(Br)cc3)c2C(c2cccc(O)c2)N1c1ccc(Cl)cc1 (configuration not stated)	.	-10	.	?	.	.	?
CCOc1cccc(CNC(=O)c2ccc(N3CCCC3)c(NC(=O)NCc3ccc(F)cc3)c2)c1	.	-1	.	0%	.	.	3%
COCCc1noc(-c2ccccc2OC2CN(C(=O)c3ccccc3OC)C2)n1	i	4	-1%	-9%	-2%	3%	-8%
COc1ccc(CNC(=O)c2cnc3sc(N4CCCCCC4)nn3c2=O)cc1	.	26	.	4%	.	.	2%
COc1ccc(NC(=O)c2ccc3c(c2)OCCN(Cc2ncccn2)C3)cc1F	1%[88.5 µM]	-9	?	-2%[87.6 µM]	?	-23%[138 µM]	3%[87.6 µM]
CC(C)N1C(=O)CO[C@H](c2ccc(NC(=O)c3ccccc3)cc2)[C@H]1CO	i	14	-18%[172 µM]	-7%[87.6 µM]	-2%[172 µM]	-1%[174 µM]	-1%[87.6 µM]
Cc1cccc(NC(=O)CSc2nc3ccc(NC(=O)COc4ccccc4C)cc3s2)c1	.	-7	.	-9%	.	.	1%
O=C(c1cccnc1)N1CCC2(CC1)C(=NC1CCCCC1)NC(=O)N2c1cccnc1	4%	-2	2%	45%[activator]	i	4%	-8%
COc1nccc(N2CCC(CC(=O)N(C)CCCc3c(C)nn(C)c3C)CC2)n1	-7%	13	3%	5%	?	?	-15%
